High-throughput results (PubChem)
TDP-43 yeast inh: inhibitors of TDP-43 toxicity in yeast. TDP-43 expressing yeast growth rescue, BacTiter-Glo, 24 h. Potency, µM (doses to about 46.1 µM), without a hit: at the top dose growth rescue (activation), most hits filed as activators. hit rate 1.8% among 410,000. AID 652104; also: % of control where 0% means no effect; nearly all actives have a fitted effect of over 50% in size
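Yeast expressing TDP-43 (pregrown in raffinose, seeded at OD600=0.02 in galactose medium) exposed to compounds 24 hr at 30 deg C. Growth read by BacTiter-Glo luminescence; rescue of toxicity appears as increased signal.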
SW480 rerep: DNA re-replication induction in SW480 cells; SW480 DNA re-replication, Hoechst DNA content imaging, 48 h; hit rate 1.8% among 340,000; Potency, µM (doses to about 46.1 µM), for the others: top-dose re-replication activation, most hits filed as activators; also: % of control where 0% means no effect; nearly all actives have a fitted effect of over 55% in size
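Treated cells incubate 48 hr (37 C, 5% CO2), are stained 40 min with Hoechst, and nuclear fluorescence is enumerated; a rise in nuclei with high DNA signal marks re-replication.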
KB-3-1 cytotox: KB-3-1 parental cell cytotoxicity. KB-3-1 viability, CellTiter-Glo ATP luminescence, 72 h. AID 1347075. Potency, µM (top dose mostly 46.1 µM), inactives show at the highest dose activity change, negative = cytotoxic, most hits filed as cytotoxic. hit rate 1.4% among 400,000; also: % is scaled to controls: 0 for no effect and ±100 for the full control effect; nearly all actives have a fitted effect of over 60% in size
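Cells are dispensed, compounds pinned in, plates held at 37 °C for 72 h, then CellTiter-Glo is added and luminescence read after 10 minutes. Cell line: parental KB-3-1 in phenol-red-free DMEM, 10% FBS.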
HT1080-NT tox: kills 2HG-producing HT-1080-NT fibrosarcoma cells. HT-1080-NT fibrosarcoma viability, CellTiter-Glo ATP luminescence, 48 h. Potency, µM (doses to about 46.1 µM), for inactives: at the top dose activity, negative = less viability, most hits filed as cytotoxic. hit rate 1.6% among 360,000. AID 686970;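 also: NT is the 2HG producing partner of a matched IDH1 knockdown line; 0% = DMSO-treated cells and -100% = media-only wells without cells; nearly all actives have a fitted effect of over 55% in size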
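Luminescent CellTiter-Glo readout after 48 hours of compound exposure at 37 degrees C defined viability of HT-1080-NT cells. Activity was normalized to DMSO wells and cell-free media wells; concentration-response curves were fitted and assigned curve classes.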
GLP1R cytotox: cytotoxicity counter-screen for GLP-1 receptor inverse agonists | HEK293 cAMP-luciferase reporter cells, luminescence, 24 h | Potency, µM (highest dose often 38.3 µM), for the others: at the highest dose activity change, negative = inhibition, most hits filed as inhibitors | hit rate 0.13% among 410,000 | AID 624418;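 also: loss of luciferase light is scored as toxicity; % is scaled to controls: 0 for no effect and ±100 for the full control effect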
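To flag toxic compounds, the library was rerun on cells for 24 hr at 37 deg C and 5% CO2. Viability-linked luminescence was captured 12 min after adding luciferase detection reagent.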
GLP-1R inv ag: inverse agonists of human GLP-1 receptor; P43220; HEK293 GLP-1R CRE-luciferase, luminescence, 24 h; GLP-1R form is constitutively active; Potency, µM (titrated, usually from 38.3 µM), without a hit: at the highest dose activity change, negative = inhibition, actives largely listed as inhibitors; hit rate 1.6% among 410,000; also: % is scaled to controls: 0 for no effect and ±100 for the full control effect; nearly all actives have a fitted effect of over 55% in size
Target sequence (P43220 whole entry, looked up): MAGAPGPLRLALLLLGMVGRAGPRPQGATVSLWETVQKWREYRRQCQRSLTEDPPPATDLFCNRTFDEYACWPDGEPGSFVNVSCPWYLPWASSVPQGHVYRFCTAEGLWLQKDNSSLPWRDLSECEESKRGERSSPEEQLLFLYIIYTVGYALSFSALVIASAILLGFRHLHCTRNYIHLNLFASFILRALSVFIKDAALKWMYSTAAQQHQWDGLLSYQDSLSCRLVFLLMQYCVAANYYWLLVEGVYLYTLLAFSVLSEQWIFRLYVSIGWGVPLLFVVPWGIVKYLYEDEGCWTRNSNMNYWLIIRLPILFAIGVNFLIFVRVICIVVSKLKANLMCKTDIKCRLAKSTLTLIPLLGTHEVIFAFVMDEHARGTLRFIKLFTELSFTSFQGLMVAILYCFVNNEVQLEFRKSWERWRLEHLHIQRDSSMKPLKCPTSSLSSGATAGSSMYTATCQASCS
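Inverse agonism was detected as reduced cAMP-driven luciferase luminescence after 24 h compound treatment. The cells were HEK293 clones expressing constitutively active human GLP-1R with the reporter. Reporter-only and GPR119 cell lines served as counterscreen controls.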
HT1080 IDH1KD tx: toxicity to HT-1080 IDH1 knockdown cells (counter line); Potency, µM (highest dose often 46.1 µM), without a hit: at the top dose activity, negative = toxicity, most hits filed as cytotoxic; hit rate 2% among 360,000; HT-1080 IDH1 knockdown viability, ATP luminescence, 48 h; AID 686971;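 also: 0% = DMSO wells and -100% = cell-free medium wells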
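% activity derives from luminescence (CellTiter-Glo), normalised to DMSO and no-cell wells. HT-1080-IDH1KD cells, 750/well, had 48 h compound exposure at 37 °C.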
GLP-1R agonist: activates the human GLP-1 receptor; Potency, µM (top dose mostly 45.6 µM), for inactives: at the top dose activation, hits mostly activators; HEK293 GLP-1R CRE-luciferase, luminescence, 4-6 h; cells express a hypersensitive GLP-1R form; P43220; AID 624172; hit rate 0.007% among 380,000; also: % of control where 0% means no effect
KB-V1 MDR tox: KB-V1 MDR subline cytotoxicity; KB-V1 MDR cells viability, CellTiter-Glo, 72 h; hit rate 3.4% among 400,000; Potency, µM (top dose mostly 46.1 µM), inactives show top-dose activity change, negative = cytotoxicity, hits mostly cytotoxic; also: % is scaled to controls: 0 for no effect and ±100 for the full control effect; nearly all actives have a fitted effect of over 60% in size
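Potencies derive from concentration-effect curves fitted to normalized luminescence (CellTiter-Glo) of KB-V1 cells treated for 72 h at 37 degrees C in phenol-red-free DMEM containing 10% FBS.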
Starred values were filed as active, the others as inactive; ? = inconclusive; nt = not tested or not shown; [ ] = dose if it differs, or a comment. Calls follow the shape of the dose curve; as a rule, active = well fitted curve in the direction sought with a large enough effect; inconclusive = small, poorly fitted or top-dose-only effect, or another doubt; inactive = no such curve, though single readings can be large; an effect the other way counts as inactive or inconclusive. Potency is read from the fitted curve at half-maximal effect. Compounds as they come; 9.4% or so of the library scored in one or more.

nr	Structure	TDP-43 yeast inh	SW480 rerep	KB-3-1 cytotox	HT1080-NT tox	GLP1R cytotox
1	Cc1c(C(=O)NCc2ccc(C#N)cc2)sc(=O)n1Cc1ccc(C(=O)N(C)C)cc1	13%	nt	-28%	5%	-7%
2	Cc1c(C)c2cc3c(c(C)c2oc1=O)OCN(CCc1ccccc1)C3	-11%	nt	-2%	nt	140%[activator]
3	O=C(NNC(=O)c1ccc(Cl)cc1Cl)c1csc(-c2cccnc2)n1	0%	?	-10%	-5%	2%
4	O=C(Nc1ccccc1Cl)c1ccc2nc(N3CCOCC3)sc2c1	23%	-10%	14%	22%	2%
5	CC(=O)N1CCN(C(=O)c2cc3c(s2)CCCC3)CC1	-2%	-5%	0%	15%	7%
6	Cc1cc(OCC(=O)Nc2nccs2)c2c(C)cc(=O)oc2c1	14%	-7%	-1%	23%	-10%
7	C/C(Cl)=C/Cn1c(SCC(C)C)nc2c1c(=O)[nH]c(=O)n2C	8%	-5%	0%	1%	-4%
8	COc1ccnc(NCc2cccc(C(F)(F)F)c2)c1C#N	8%	-4%	1%	-1%	-17%
9	Cc1nnc(N2C(=O)c3oc4ccccc4c(=O)c3C2c2ccc(C(C)(C)C)cc2)s1 (stereo not drawn)	?	nt	5%	nt	0%
10	O=C(NCC1CC1)[C@]1(C(F)(F)F)C[C@H](CCC2CCCCC2)CCCO1	-1%	-5%	3%	4%	-2%
11	CCOc1cc(CNC(=O)c2ccc3c(c2)N(C)C(=O)C2CCCCN32)cc(OCC)c1OCC (stereo not drawn)	21%	nt	-15%	nt	-9%
12	Cc1nnc(N/N=C/c2cccc(C(F)(F)F)c2)n1N	26%	22%	-7%	?	-7%
13	CNc1oc(-c2ccccc2Cl)nc1C#N	2%	-5%	?	7%	-2%
14	COCc1cc(C)nc(Nc2ccc(C)c(C)c2)c1C#N	-8%	16%	17%	6%	-23%
15	CCOC(=O)c1c(Nc2ccc(F)cc2)nnc(-c2ccccc2)c1-c1ccccc1	0%	nt	6%	nt	-18%

nr	GLP-1R inv ag	HT1080 IDH1KD tx	GLP-1R agonist	KB-V1 MDR tox
1	11%	-10%	0%	?
2	13%	nt	nt	?
3	?	-6%	5%	-19%
4	24%	7%	0%	14%
5	4%	15%	2%	-20%
6	-28%	11%	-6%	-1%
7	40%[activator]	0%	17%	-22%
8	-1%	7%	-2%	13%
9	-5%	nt	nt	5%
10	?	25%	-6%	-10%
11	3%	nt	nt	-23%
12	15%	?	-1%	-1%
13	54%[activator]	9%	15%	21µM*
14	3%	-10%	-3%	0%
15	?	nt	-4%	12%

Ordered by number of heavy atoms (ascending): some entries from above
nr	Structure	TDP-43 yeast inh	SW480 rerep	KB-3-1 cytotox	HT1080-NT tox	GLP1R cytotox
13	CNc1oc(-c2ccccc2Cl)nc1C#N	2%	-5%	?	7%	-2%
12	Cc1nnc(N/N=C/c2cccc(C(F)(F)F)c2)n1N	26%	22%	-7%	?	-7%
8	COc1ccnc(NCc2cccc(C(F)(F)F)c2)c1C#N	8%	-4%	1%	-1%	-17%
6	Cc1cc(OCC(=O)Nc2nccs2)c2c(C)cc(=O)oc2c1	14%	-7%	-1%	23%	-10%
1	Cc1c(C(=O)NCc2ccc(C#N)cc2)sc(=O)n1Cc1ccc(C(=O)N(C)C)cc1	13%	nt	-28%	5%	-7%

nr	GLP-1R inv ag	HT1080 IDH1KD tx	GLP-1R agonist	KB-V1 MDR tox
13	54%[activator]	9%	15%	21µM*
12	15%	?	-1%	-1%
8	-1%	7%	-2%	13%
6	-28%	11%	-6%	-1%
1	11%	-10%	0%	?

More compounds
nr	Structure	TDP-43 yeast inh	SW480 rerep	KB-3-1 cytotox	HT1080-NT tox	GLP1R cytotox
16	Cc1ccc(NC(=O)COC(=O)COc2cccc3c2OC(C)(C)C3)cc1S(=O)(=O)N1CCOCC1	7%	2%	15%	2%	16%
17	CCCC(C)C(=O)NCc1ccc2c(c1)OCO2 (stereo not drawn)	20%	2%	2%	1%	5%
18	Cn1c(CCC(=O)O)nc2cc(S(=O)(=O)N3CCCCC3)ccc21	10%	-15%	8%	0%	-6%
19	COc1ccccc1NC(=O)c1ccccc1-c1nc(-c2ccccc2OC)no1	-9%	24%	0%	-15%	-19%
20	COc1cc(CNc2ccc(CNc3ncn[nH]3)cc2)ccc1OCC(=O)NC(C)(C)C	11%	10%	-22%	-5%	-19%
21	CCn1c(/C=C2\C(=O)Nc3ccccc32)nc2ccccc2c1=O	-20%	3%	-14%	-7%	-5%
22	CN(C)CCNC(=O)c1[nH]nc2c1CCc1ccccc1-2	7%	-14%	8%	1%	14%
23	CC(=O)C1=C(O)C(=O)N(c2ccc(O)cc2)C1c1ccccc1[N+](=O)[O-] (stereo not drawn)	-5%	1%	0%	0%	-2%
24	CCN(CC)CCn1c2c(c(SCC(=O)Nc3ccc(C)c(F)c3)nc1=O)CCCC2	11%	-11%	?	-7%	1%
25	O=C(CN1C(=O)NC(c2ccccc2)(c2ccccc2)C1=O)Nc1ccc(N2CCOCC2)cc1	1%	6%	8%	-13%	-1%
26	O=C(NCC1CCCO1)c1ccc(NS(=O)(=O)c2cccs2)cc1 (stereo not drawn)	-41%[inhibitor]	-23%	-4%	-10%	-8%
27	Cc1cc(C)c(NC(=O)c2cc(CN3CCOCC3)on2)c(C)c1	6%	nt	14%	nt	4%
28	O=C(Cn1c(=O)n(-c2ccccc2)c(=O)c2c3c(sc21)CCCC3)Nc1cccc(F)c1	11%	nt	6%	nt	-5%
29	COc1ccc(OC)c(-n2c(-c3cccc(S(=O)(=O)N(C)C)c3)n[nH]c2=S)c1	-27%	-15%	2%	?	1%
30	COc1cccc(NC(=O)CN(C)C(=O)c2csc3c2CCCC3)c1	23%	-23%	4%	1%	-2%

nr	GLP-1R inv ag	HT1080 IDH1KD tx	GLP-1R agonist	KB-V1 MDR tox
16	-1%	-2%	0%	0%
17	5%	4%	-1%	-1%
18	17%	2%	-9%	1%
19	?	?	5%	-4%
20	?	-6%	-2%	15%
21	-26%	-15%	7%	-15%
22	?	-18%	-5%	-4%
23	7%	-5%	-6%	-3%
24	?	-16%	-3%	-1%
25	20%	-12%	16%	7%
26	21%	1%	3%	-8%
27	3%	nt	nt	3%
28	3%	nt	-2%	-7%
29	10%	7%	7%	-1%
30	?	0%	8%	9%

Next part.
nr	Structure	TDP-43 yeast inh	SW480 rerep	KB-3-1 cytotox	HT1080-NT tox	GLP1R cytotox
31	COC(=O)c1ccc(COc2ccc(-c3nn[nH]n3)cc2)cc1	5%	-1%	9%	6%	3%
32	COC(=O)c1ccccc1Oc1ccc(NC(=O)c2ccco2)cc1	13%	-9%	5%	-2%	5%
33	Cc1ccc(N/N=C2\CS(=O)(=O)N(C)c3ccsc32)cc1	-24%	28%	-15%	-8%	-24%
34	CC(O)c1cccc(NC(=O)CCCc2ccccc2)c1 (stereo not drawn)	1%	-5%	2%	4%	6%
35	CCOc1ccccc1CNC(=O)CCc1cn(CC)c2ccccc12	14%	0%	-1%	-6%	-5%
36	O=C(c1cccs1)N(c1ccc(Cl)cc1)C1C=CS(=O)(=O)C1 (stereo not drawn)	11%	0%	-2%	-7%	-18%
37	Cn1ncc2c(NCc3ccccc3)ncnc21	-10%	2%	2%	6%	9%
38	FC(F)(F)c1cnc2c(c1)Nc1ccccc1S2	-3%	5%[9.22 µM]	2%	5%	-13%
39	CCC(C)(C)n1nnnc1C(c1ccncc1)N1CCN(c2cccc(OC)c2)CC1 (stereo not drawn)	-3%	10%	-6%	-27%	8%
40	CCN(CC(=O)Nc1ccc(NC(C)=O)cc1)C(=O)/C=C/c1cn(Cc2ccccc2)nc1-c1cccnc1	-12%	-28%	9%	-2%	-10%
41	O=C(c1cccs1)N1C[C@H](O)[C@@H](n2cc(-c3ccc(F)cc3)nn2)C[C@@H]1c1ccccc1	15%	nt	6%	2%	2%
42	CCC1CCCCN1CC(O)Cn1c2ccccc2n2c(=O)cc(C)c(C#N)c12 (stereo not drawn)	10%	10%	16%	15%	-10%
43	Cc1ccc(NC(=O)Nn2cnnc2)c(C)c1	-21%	-17%	-9%	-4%	3%
44	CCc1ccccc1NS(=O)(=O)c1cc(C)ccc1OC	11%	-1%	0%	-6%	-18%
45	Cc1ccc(-c2nc(CS(=O)(=O)CC(=O)NC3CCCCC3C)c(C)o2)cc1 (stereo not drawn)	19%	-3%	17%	-7%	-5%
46	CCNC(C(=O)c1c[nH]c2c(CC)cccc12)c1ccccc1 (stereo not drawn)	-2%	0%	1%	?	-14%

nr	GLP-1R inv ag	HT1080 IDH1KD tx	GLP-1R agonist	KB-V1 MDR tox
31	2%	9%	-12%	2%
32	-2%	-5%	27%	-6%
33	58%[activator]	-21%	8%	-9%
34	7%	7%	4%	25%
35	?	-7%	6%	-8%
36	-4%	9%	16%	-3%
37	33%[activator]	9%	5%	-18%
38	?	6%	-4%	1%
39	0%	?	1%	5%
40	47%[activator]	-1%	23%	25%
41	?	2%	5%	0%
42	23%	16%	-15%	0%
43	9%	-3%	-1%	-13%
44	?	-6%	10%	-12%
45	-24%	-6%	15%	-13%
46	?	?	12%	?
